Compound activity deposited in PubChem BioAssay by National Center for Advancing Translational Sciences (NCATS).
GALK inhibitor: inhibitors of human galactokinase | P51570 | Potency, µM (doses to about 57.5 µM), for the others: at the highest dose activity change, negative = inhibition, most hits filed as inhibitors | 270,000 tested, 0.007% active | Purified GALK, Kinase-Glo residual ATP luminescence; note: potency is the fitted concentration of half-maximal effect
Target sequence (P51570 whole entry, looked up): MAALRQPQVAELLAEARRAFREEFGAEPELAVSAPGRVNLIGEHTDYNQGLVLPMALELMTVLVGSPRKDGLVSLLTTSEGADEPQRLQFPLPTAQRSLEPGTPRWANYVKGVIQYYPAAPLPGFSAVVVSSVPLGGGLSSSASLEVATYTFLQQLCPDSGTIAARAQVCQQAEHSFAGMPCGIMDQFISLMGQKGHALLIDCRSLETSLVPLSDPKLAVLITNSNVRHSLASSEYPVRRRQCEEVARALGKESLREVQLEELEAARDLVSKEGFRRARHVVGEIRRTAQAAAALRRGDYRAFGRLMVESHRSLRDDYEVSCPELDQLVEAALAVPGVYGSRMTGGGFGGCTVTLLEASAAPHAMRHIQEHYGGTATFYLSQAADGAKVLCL
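5 nM enzyme, 35 uM ATP, 100 uM galactose, 20 mM HEPES pH8.0, 5 mM MgCl2; 1 h RT; residual ATP by Kinase-Glo Plus luminescence, qHTS format.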
B2AR arrestin: beta2AR (human) beta-arrestin recruitment activity | P07550 | beta-arrestin recruitment to beta2AR, cell-based reporter | Potency, µM (titrated, usually from 46.1 µM), for the others: at the top dose activation, hits mostly activators | 330,000 tested, 0.02% active;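 note: potency is the fitted concentration of half-maximal effect; 0% = DMSO controls and full agonism = EC100 isoproterenol or metaproterenol; nearly all actives have a fitted effect of over 65% in size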
Target sequence (P07550 whole entry, looked up): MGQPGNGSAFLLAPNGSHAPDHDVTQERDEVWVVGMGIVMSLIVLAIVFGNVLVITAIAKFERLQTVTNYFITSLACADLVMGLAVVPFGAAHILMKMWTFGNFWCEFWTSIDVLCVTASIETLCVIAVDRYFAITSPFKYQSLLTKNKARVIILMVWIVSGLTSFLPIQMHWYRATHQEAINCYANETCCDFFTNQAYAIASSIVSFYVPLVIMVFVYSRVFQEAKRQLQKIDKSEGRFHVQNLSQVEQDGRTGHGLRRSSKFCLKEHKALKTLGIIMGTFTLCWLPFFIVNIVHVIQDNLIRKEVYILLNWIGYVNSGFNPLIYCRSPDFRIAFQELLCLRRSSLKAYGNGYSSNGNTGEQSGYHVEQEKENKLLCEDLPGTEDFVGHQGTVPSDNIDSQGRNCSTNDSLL
Chronic BCR inh: chronic active BCR signaling inhibition. 340,000 tested, 0.05% active. ABC-DLBCL IkBa-CBG/CBR reporter, luminescence ratio, 4 h. Potency, µM (top dose mostly 46.1 µM), for inactives: at the highest dose ratio change, negative = lower green/red ratio, usual class: inhibitors. AID 493014; active = well fitted inhibition curve with a large enough effect in the signal ratio, with a control signal flat, not every such curve was filed as active; inconclusive = small, poorly fitted or top-dose-only effect, or effect the other way, or a change in a side signal; the % refers to the signal ratio;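 note: potency is the fitted concentration of half-maximal effect; plate controls were basal doxycycline-induced cells for no effect and cells given 10 µM MG132 for full effect; MG132 reads +100%, hits lower the ratio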
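Cell line TMD8 (human ABC DLBCL), stably expressing tet-inducible CBG68-IkBa fusion and CBR; IMDM/0.5% FBS; cpd up to 46 uM; dox induction, 4 h, 37C/5% CO2; dual luminescence; green/red ratio; MG132 control.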
Coupling enz: inhibits coupling enzyme system, counter-screen for aldolase hits; coupling enzyme system counterscreen, AmpLite Red fluorescence; activity change, negative = inhibition, % at 58.2 µM, hits read low; 290,000 tested, 0.67% active; AID 2472; in the data active = activity change below about -30%
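Counterscreen of the coupled detection system alone, without aldolase: glyceraldehyde-3-phosphate coupling enzymes plus AmpLite Red readout. Compounds at 57.5 uM final, 10 min RT preincubation, 20 min RT reaction, fluorescence 525/598 nm.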
uPA surface inh: blocks generation of uPA at the cell surface | cell surface uPA generation assay, qHTS | Potency, µM (series often up to 38.3 µM), without a hit: at the top dose activity change, negative = inhibition, hits mostly inhibitors | 330,000 tested, 0.31% active | AID 540303; active = well fitted inhibition curve with a large enough effect; inconclusive = small, poorly fitted or top-dose-only effect; inactive = no such curve, though single readings can be large or run the other way; tested in mouse RAW 264.7 cells; note: potency is the fitted concentration of half-maximal effect; nearly all actives have a fitted effect of over 55% in size
USP2a inh: inhibitors of human ubiquitin-specific protease USP2a | O75604 | USP2 core, Ub-CHOP2 coupled fluorogenic reporter, 485/531 | Potency, µM (highest dose often 38.3 µM), inactives show at the top dose activity change, negative = inhibition, usual class: inhibitors | 330,000 tested, 0.01% active;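 note: potency is the fitted concentration of half-maximal effect; plate controls were DMSO wells for no effect and full inhibition by NEM control for full effect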
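USP2 core (10nM final) preincubated 30min RT with compound in 20mM Tris-HCl pH 8.0, 2mM CaCl2, 2mM beta-mercaptoethanol, 0.05% CHAPS; 25nM Ub-CHOP2 plus 25nM reporter substrate added, fluorescence (Ex485/Em531) read after 60min.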
Giardia kill: kills Giardia lamblia. Giardia lamblia trophozoite viability. activity change, % at 7.66 µM, hits read low. 340,000 tested, 0.15% active; in the data active = activity change below about -80%; inconclusive = between about -30% and that limit;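 note: parasites exposed to compound for two days anaerobically before the ATP read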
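Luminescence from cellular ATP indicates surviving trophozoites (100 cells/well) following 48 hrs anaerobic compound treatment at 37 deg C; signal develops 15-30 min at room temperature.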
hERG WT inh: blocks the wildtype human KCNH2 potassium channel | U2OS, BacMam KCNH2, thallium flux FluxOr; active compounds read low | 340,000 tested, 0.37% active | activity change, % at 1.84 µM;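 active = maximum activity change below -70%; inconclusive = maximum activity change between -70% and -50%; inactive = maximum activity change above -50%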
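U2OS cells transduced with wild-type KCNH2 virus are loaded with FluxOr dye for 45 min, and thallium flux is measured in kinetic reads before and after stimulation buffer. Rate constants are normalized to DMSO controls.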
PKM2 act: activators of human pyruvate kinase M2; Potency, µM (titrated, usually from 57.5 µM), for inactives: top-dose activation, actives largely listed as activators; 260,000 tested, 0.34% active; purified PKM2, Kinase-Glo ATP luminescence, activation; response scale: 0% is enzyme alone, no compound; note: potency is the fitted concentration of half-maximal effect; nearly all actives have a fitted effect of over 55% in size
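Purified hPK-M2 (>95% pure) converted ADP (0.1 mM final) to ATP with 0.5 mM PEP in 50 mM imidazole pH7.2, KCl, MgCl2, Tween 20, BSA; 1 h at room temperature. ATP detected by Kinase-Glo luminescence.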
KCNH2 3.1 block: blocks the human KCNH2 3.1 channel isoform | 340,000 tested, 0.95% active | U2OS KCNH2 3.1, thallium flux FluxOr; active compounds read low | activity change, % (tested at about 1.8 µM) | AID 720553;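 active = maximum activity change below -70%; inconclusive = maximum activity change from -70% to -50%; inactive = maximum activity change above -50%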;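 note: thallium influx rate constant from kinetic fluorescence after stimulation buffer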
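Channel expression came from 3.1 mutant virus (1.77 x 10^8 /mL) applied to suspended U2OS cells for 4 h. Flux was tracked with FluxOr dye plus Red40 quencher, and kinetic rate constants normalized to controls.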
Eya2 inh: inhibitors of human Eya2 phosphatase activity. AID 488837. recombinant Eya2, OMFP fluorescence dephosphorylation (OMFP is methylfluorescein phosphate). Potency, µM (highest dose often 76.9 µM), inactives show top-dose activity, negative = inhibition, hits mostly inhibitors. 330,000 tested, 0.006% active; note: potency is the fitted concentration of half-maximal effect
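Eya2 protein (added as 0.2 uM solution) was preincubated with compound for 10 min at ambient temperature in 50 mM HEPES pH 7.5, 50 mM NaCl, 5 uM MgCl2, 0.05% BSA, 1 mM DTT. OMFP (added at 50 uM) then reacted 10 min; fluorescence read at 485/525 nm.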
Starred values were filed as active, the others as inactive; ? = inconclusive; / = not tested or not shown; [ ] = another dose, or the depositor's remark. Unless noted, calls come from the whole dose curve; as a rule, active = well fitted curve in the direction sought with a large enough effect; inconclusive = small, poorly fitted or top-dose-only effect, or another doubt; inactive = no such curve, though single readings can be large; an effect the other way counts as inactive or inconclusive. Unless noted, % is set by controls: 0 for no effect and ±100 for the full control effect. Hits appear at their usual frequency; 2.4% or so of the library scored in one or more.

1) COc1ccc(C(=O)Nc2ccccc2C(=O)N/N=C/c2ccncc2)cc1OC
2) COc1cc(OC)cc(C(=O)NC(C(=O)Nc2ccc3c(c2)CCC3)C(C)C)c1 (configuration not stated)
3) COc1ccc(C)cc1-n1nnnc1SCC1CCCO1 (configuration not stated)
4) O=C(NCCc1ccc(Cl)cc1Cl)c1cc([N+](=O)[O-])c[nH]c1=O
5) Cc1ccc(NC(=O)CSc2n[nH]c(N)n2)cc1S(=O)(=O)N1CCOCC1
6) Cc1ccc(S(=O)(=O)NNC(=O)Nc2ccc(Cl)cc2)cc1
7) Cc1cc2nc(-c3ccccn3)c(-c3ccccn3)nc2cc1C
8) Nc1cc(OC(=O)c2c(F)cccc2Cl)nn1S(=O)(=O)c1ccccc1
Compound,1,2,3,4,5,6,7,8
GALK inhibitor,11%,/,-2%,2%,3%,1%,9%,6%
B2AR arrestin,-0.1%,-0.3%,0.5%,-0.6%,0.4%,-0.7%,-0.9%,2.5%
Chronic BCR inh,?,-1%,-14%,?,-16%,7%,?,?
Coupling enz,0,/,7,-10,0,8,-3,1
uPA surface inh,-9%,33%[activator],3%,4%,9%,-3%,/,0%
USP2a inh,-1%,0%,-8%,4%,0%,0%,-3%,2%
Giardia kill,?,-20,14,-13,7,-17,/,-15
hERG WT inh,0,-25,-107*,0,0,0,/,-6
PKM2 act,-42%,/,7%,6%,-1%,-2%,-28%,-3%
KCNH2 3.1 block,0,0,2,2,14,8,/,4
Eya2 inh,4%,4%,15%,2%,-3%,1%,-9%,-6%

9) CC1(C)CC(=O)C(C2C3=C(CC(C)(C)CC3=O)Oc3ccccc32)C(=O)C1 (configuration not stated)
10) Cn1cccc1CC(=O)N/N=C/c1ccc([N+](=O)[O-])cc1
11) CCCNC(=O)c1ccc2c(=O)n3c(-c4ccc(C)cc4)csc3nc2c1
12) COc1cccc(NC(=O)CN(C)C(=O)c2cc(S(=O)(=O)N3CCCCC3)ccc2Cl)c1
13) CC(=O)n1c2c(c3ccccc31)OC(N)=C(C#N)C2c1ccc(C(C)C)cc1 (configuration not stated)
14) Cc1cc(/C(=N/O)C(C)(C)NO)ccc1Cl
15) Fc1ccc(/C=N/NC(=S)Nc2ccc(Cl)cc2)cc1F
16) Cc1nc(-c2ccc(NC(=O)c3cccs3)cc2)cs1
Compound,9,10,11,12,13,14,15,16
GALK inhibitor,-1%,-3%,7%,/,-2%,1%,/,2%
B2AR arrestin,-0.1%,0.2%,-0.3%,-0.1%,-1.1%,-0.1%,0.1%,-0.5%
Chronic BCR inh,-1%,-10%,0%,0%,?,-2%,?,?
Coupling enz,3,-2,0,/,-16,2,-1,0
uPA surface inh,2%,0%,1%,0%,-16%,2%,-2%,-3%
USP2a inh,3%,4%,-11%,5%,0%,-1%,4%,-1%
Giardia kill,-9,8,18,-10,6,-8,0,?
hERG WT inh,-5,-4,-1,-10,-12,7,-8,-13
PKM2 act,-4%,5%,-3%,/,5%,0%,0%,-31%
KCNH2 3.1 block,-11,1,6,-4,1,-13,27,-4
Eya2 inh,?,11%,-10%,-8%,11%,3%,-2%,14%

17) O=C(CSc1nc2c(c(=O)[nH]1)CCC2)Nc1cccc(Cl)c1
18) Cc1ccc(S(=O)(=O)N(C)C)cc1NC(=O)C(C)NC(C)c1cccs1 (configuration not stated)
19) COc1cc(C(=O)NCCc2ccc(S(N)(=O)=O)cc2)ccc1OCc1c(C)noc1C
20) Cc1ccc(C(=O)NCC(=O)N2CCc3ccccc3C2)cc1C
21) O=C(COC(=O)Cc1c[nH]c2ccccc12)Nc1ccccc1
22) COc1ccc(NCc2nnc(SCc3ccc(Cl)cc3)n2-c2ccccc2)cc1
23) O=C(CN(c1ccc(F)cc1)S(=O)(=O)c1ccc2c(c1)OCCO2)N1CCOCC1
24) Cc1ccc(-n2c(C)cc(C(=O)COC(=O)c3c(C)noc3C)c2C)cc1
Compound,17,18,19,20,21,22,23,24
GALK inhibitor,-2%,6%,/,/,-2%,-2%,0%,0%
B2AR arrestin,-1.0%,0.1%,-0.4%,0.0%,-0.7%,10%,0.1%,-1.1%
Chronic BCR inh,7%,0%,-1%,-1%,?,?,-7%,1%
Coupling enz,5,2,/,2,-2,-3,1,-8
uPA surface inh,4%,-4%,10%,4%,0%,-4%,9%,-9%
USP2a inh,-1%,2%,0%,-1%,2%,-15%,2%,-5%
Giardia kill,10,4,-15,9,2,1,11,-13
hERG WT inh,1,-18,-1,-1,0,4,4,7
PKM2 act,4%,0%,/,/,2%,-20%,1%,-8%
KCNH2 3.1 block,-6,14,-1,19,5,16,4,12
Eya2 inh,15%,-16%,-14%,6%,-6%,-12%,-8%,-16%

25) CC1(c2ccccc2)NC(=O)N(CC(=O)Nc2ccccc2N2CCCC2)C1=O (configuration not stated)
26) CCOC(=O)N1CCN(CC(=O)N2c3ccccc3Sc3ccccc32)CC1
27) CN(Cc1ccccc1)c1cc(Cl)nc(N)n1
28) CC(=O)N1c2ccc(S(=O)(=O)N(C)CC(=O)NC3CCCCC3C)cc2CC1C (configuration not stated)
29) CC1CN(CC(=O)NCc2ccc(F)cc2)CC(C)O1 (configuration not stated)
30) O=C(Nc1ccncc1)c1cccc2ccccc12
31) Cc1ccc2cc(C)c3nnc(SCC(=O)Nc4nc5c(s4)CCCC5)n3c2c1
32) Cc1onc(-c2ccccc2)c1C(=O)NNC(=S)NC(=O)/C=C/c1cccs1
Compound,25,26,27,28,29,30,31,32
GALK inhibitor,/,-3%,0%,-4%,-1%,1%,-5%,-1%
B2AR arrestin,-0.3%,-0.3%,0.0%,0.2%,-0.3%,-0.8%,-0.4%,-0.5%
Chronic BCR inh,4%,?,5%,14%,-5%,17%,-1%,-7%
Coupling enz,/,0,0,/,0,1,4,13
uPA surface inh,8%,15%,-9%,-4%,2%,-7%,/,-2%
USP2a inh,-1%,-2%,1%,-2%,3%,-4%,-1%,-6%
Giardia kill,-15,-17,-13,5,13,11,/,13
hERG WT inh,-2,-1,2,6,-4,-12,/,-20
PKM2 act,/,/,-8%,/,/,-2%,0%,-1%
KCNH2 3.1 block,-6,17,-4,-7,0,3,/,-6
Eya2 inh,-24%,-3%,8%,2%,16%,-12%,3%,-11%

Molecules listed so far that have an NH in an aromatic ring (4):
4) O=C(NCCc1ccc(Cl)cc1Cl)c1cc([N+](=O)[O-])c[nH]c1=O
5) Cc1ccc(NC(=O)CSc2n[nH]c(N)n2)cc1S(=O)(=O)N1CCOCC1
17) O=C(CSc1nc2c(c(=O)[nH]1)CCC2)Nc1cccc(Cl)c1
21) O=C(COC(=O)Cc1c[nH]c2ccccc12)Nc1ccccc1
Compound,4,5,17,21
GALK inhibitor,2%,3%,-2%,-2%
B2AR arrestin,-0.6%,0.4%,-1.0%,-0.7%
Chronic BCR inh,?,-16%,7%,?
Coupling enz,-10,0,5,-2
uPA surface inh,4%,9%,4%,0%
USP2a inh,4%,0%,-1%,2%
Giardia kill,-13,7,10,2
hERG WT inh,0,0,1,0
PKM2 act,6%,-1%,4%,2%
KCNH2 3.1 block,2,14,-6,5
Eya2 inh,2%,-3%,15%,-6%

The list continues.
33) COc1ccc(C(CNC(=O)C(CCSC)NC(=O)c2ccccc2OC)N2CCCCC2)cc1 (configuration not stated)
34) O=C(COC(=O)c1ccc2c(c1)OCO2)NC1CCCCC1
35) CC1CCN(S(=O)(=O)N2CCC(C(=O)NCc3ccc4c(c3)OCO4)CC2)CC1
36) O=C(Nc1cnc2ccccn2c1=O)c1ccc(Cl)cc1Cl
37) O=C(COC(=O)c1ccc[nH]c1=O)NCCCc1ccccc1
38) CSc1c[n+]2c(n1C)CCC2
39) COc1ccc(C(=O)Nc2ccc(N3CCCC3)cc2)cc1Br
40) O=C(O)CCc1ccc(-c2cccs2)n1CC1CCCO1 (configuration not stated)
41) CCCCOc1ccc(C(=O)OC2CC(C)N(C)CC2C)cc1 (configuration not stated)
Compound,33,34,35,36,37,38,39,40,41
GALK inhibitor,-3%,/,/,11%,/,3%,-1%,0%,-1%
B2AR arrestin,-0.1%,-0.1%,-0.9%,-0.1%,0.1%,-0.4%,-4.1%,0.0%,-0.7%
Chronic BCR inh,1%,0%,?,?,2%,0%,?,1%,?
Coupling enz,/,/,1,0,/,1,0,4,3
uPA surface inh,-2%,19%,2%,-4%,15%,9%,-1%,3%,6%
USP2a inh,-1%,1%,0%,-1%,0%,1%,-1%,1%,2%
Giardia kill,-10,9,10,-24,-1,-8,6,-9,-6
hERG WT inh,13,-1,-5,-4,-5,1,-7,31,18
PKM2 act,-8%,/,4%,-3%,/,-8%,-3%[11.5 µM],13%,1%
KCNH2 3.1 block,11,-6,11,22,4,13,7,9,-33
Eya2 inh,?,-10%,-2%,13%,-5%,12%,1%,20%,-6%
